High-throughput results from PubChem.
GoLoco inh red: RGS12 GoLoco-Gai1 interaction inhibition | actives 0.44% (n = 230,000) | P63096 | AID 880 | Potency, µM (top dose mostly 61.6 µM), inactives show top-dose activity, negative = inhibition, most hits filed as inhibitors | Gai1:RGS12 GoLoco peptide FP, rhodamine, 10 min; active = well fitted inhibition curve with a large enough effect, not every such curve was filed as active; inactive = no such curve, though single readings can be large or run the other way; also: % is scaled to controls: 0 for no effect and ±100 for the full control effect; nearly all actives have a fitted effect of over 30% in size; many of its hits are not listed in these tables
Target sequence (P63096 whole entry, looked up): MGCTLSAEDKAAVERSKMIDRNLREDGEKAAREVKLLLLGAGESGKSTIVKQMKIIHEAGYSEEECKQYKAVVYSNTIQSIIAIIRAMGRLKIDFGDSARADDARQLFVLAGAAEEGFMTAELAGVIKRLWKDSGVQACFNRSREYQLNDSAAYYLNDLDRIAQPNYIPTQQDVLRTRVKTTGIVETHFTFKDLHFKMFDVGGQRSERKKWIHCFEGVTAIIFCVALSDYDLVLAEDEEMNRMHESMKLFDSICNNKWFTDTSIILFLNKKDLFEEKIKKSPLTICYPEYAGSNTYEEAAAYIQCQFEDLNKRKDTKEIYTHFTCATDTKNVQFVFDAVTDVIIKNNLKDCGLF
KDM4E inh: inhibitors of human JMJD2E histone demethylase | actives 1.6% (n = 230,000) | JMJD2E catalytic domain, FDH-coupled NADH fluorescence (FDH is formaldehyde dehydrogenase) | Potency, µM (titrated, usually from 57.1 µM), for the others: top-dose activity change, negative = inhibition, most hits filed as inhibitors | AID 2147; active = well fitted inhibition curve with a large enough effect, not every such curve was filed as active; inconclusive = small, poorly fitted or top-dose-only effect, or another doubt; inactive = no such curve, though single readings can be large or run the other way;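 also: 0% = wells with enzyme and -100% = buffer wells without enzyme; nearly all actives have a fitted effect of over 50% in size; many of its hits are not listed in these tables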
Target sequence (B2RXH2 1-337 limits assumed): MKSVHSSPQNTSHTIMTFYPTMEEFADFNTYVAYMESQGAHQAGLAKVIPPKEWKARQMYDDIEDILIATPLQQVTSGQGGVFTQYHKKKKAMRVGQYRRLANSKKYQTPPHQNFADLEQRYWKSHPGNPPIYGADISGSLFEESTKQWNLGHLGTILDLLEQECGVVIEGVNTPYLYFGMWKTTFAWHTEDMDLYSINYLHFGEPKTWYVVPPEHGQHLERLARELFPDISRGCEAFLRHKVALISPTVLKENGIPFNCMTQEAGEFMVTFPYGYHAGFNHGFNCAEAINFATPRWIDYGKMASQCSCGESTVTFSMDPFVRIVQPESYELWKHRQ
TR SRC2 fluor cs: counter-screen for TRb-SRC2 inhibitors: fluorescence interference | Potency, µM (highest dose often 106 µM), for inactives: top-dose fluorescence change, negative = quenching | actives 0.29% (n = 280,000) | TRb/SRC2 Texas Red total fluorescence interference | AID 1479; active = well fitted curve in either direction with a large enough effect; inconclusive = small, poorly fitted or top-dose-only effect; also: % is scaled to controls: 0 for no effect and ±100 for the full control effect
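Human TRβ ligand-binding domain (0.6 uM) and Texas Red SRC2 peptide (20 nM) in Tris buffer with 1 uM T3 and 5% DMSO were incubated with pinned compound for 5 hr at ambient temperature. Total fluorescence was computed as S + 2P (555/632 nm).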
Lamin A splicing: modulators of lamin A splicing; HeLa LMNA splicing GFP/RFP minigene ratio, 48 h; Potency, µM (titrated, usually from 46.1 µM), for inactives: at the highest dose ratio change, negative = inhibition, hits mostly inhibitors; actives 0.01% (n = 200,000); active = well fitted inhibition curve with a large enough effect in the signal ratio, with a control signal flat, not every such curve was filed as active; inconclusive = small, poorly fitted or top-dose-only effect, or effect the other way, or a change in a side signal; the % refers to the signal ratio; also: % is scaled to controls: 0 for no effect and ±100 for the full control effect
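Read-out is the ratio of GFP to DsRed2 object intensity, acquired by 488 nm laser-scanning cytometry on HeLa lamin A-EGFP minigene reporter cells. Compound incubation 48 hrs at 37 °C in Opti-MEM with 2% FBS; DMSO 0.5% final.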
TRb SRC2 PPI: TRbeta-SRC2 interaction inhibition; P10828; TRbeta-SRC2 peptide binding, fluorescence polarization; receptor liganded with 1 µM T3; Potency, µM (doses to about 106 µM), without a hit: at the highest dose activity change, negative = inhibition, most hits filed as inhibitors; actives 0.065% (n = 280,000);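 also: plate controls were bound peptide for no effect and peptide without receptor for full effect; nearly all actives have a fitted effect of over 50% in size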
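Decrease in fluorescence polarization of 20 nM Texas Red SRC2 coactivator peptide flagged inhibition of its binding to 0.6 uM TRb LBD; 1 uM T3 included, incubation 5 hr, ex 555/em 632 nm.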
SMN2 splice enh: increases expression of the SMN2 splice variant. HEK293 SMN2-luciferase splicing reporter, luminescence, 30-36 h. Potency, µM (doses to about 46.1 µM), for inactives: at the highest dose activity change, positive = activation, actives largely listed as activators. actives 2.8% (n = 210,000). AID 1458; also: % of control where 0% means no effect; nearly all actives have a fitted effect of over 55% in size
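qHTS luciferase splicing reporter: luminescence rises when SMN2 exon 7 is included in transfected HEK293 cells. Compound exposure lasted 30-36 h at 37C, with 4.5 mM final sodium butyrate as control, followed by a ONE-Glo read.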
ALDH1A1 block: inhibitors of human aldehyde dehydrogenase 1A1 | P00352 | Purified ALDH1A1, NADH fluorescence, propionaldehyde substrate | Potency, µM (highest dose often 75.3 µM), for the others: at the top dose activity, negative = inhibition, hits mostly inhibitors | actives 7.3% (n = 220,000) | AID 1030; active = well fitted inhibition curve with a large enough effect, not every such curve was filed as active; inconclusive = small, poorly fitted or top-dose-only effect, or another doubt; inactive = no such curve, though single readings can be large or run the other way;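 also: plate controls were no enzyme wells and a reference inhibitor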
RECQ1 inh: RECQ1 (human) helicase inhibition; P46063; RECQ1 DNA unwinding, red fluorescence kinetic read; Potency, µM (highest dose often 57.3 µM), for inactives: at the highest dose activity, negative = inhibition, most hits filed as inhibitors; actives 0.54% (n = 240,000);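 also: plate controls were vehicle for no effect and no enzyme for full effect; nearly all actives have a fitted effect of over 30% in size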
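50 nM RECQ1T1 preincubated 15 min with compound in Tris pH 8.0 buffer with MgCl2, DTT, Tween-20 and 2.5 ug/ml poly(dI-dC); started with 200 nM TAMRA/BHQ-2 forked duplex and 2 mM ATP. Unwinding read as fluorescence (525/598 nm), two reads 2 h apart.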
An asterisk follows results filed as active; i = inactive; ? = inconclusive; · = not tested or not shown; [ ] = remark or other dose. Unless noted, calls follow the shape of the dose curve; as a rule, active = well fitted curve in the direction sought with a large enough effect; inconclusive = small, poorly fitted or top-dose-only effect, or another doubt; inactive = no such curve, though single readings can be large; an effect the other way counts as inactive or inconclusive. Potency is read from the fitted curve at half-maximal effect. Not all compounds are listed, so the mix of outcomes need not match the whole.

canonical_smiles	GoLoco inh red	ALDH1A1 block	Lamin A splicing	SMN2 splice enh	TRb SRC2 PPI	KDM4E inh	TR SRC2 fluor cs	RECQ1 inh
Cc1c(N/C(=N/S(=O)(=O)c2ccc(Cl)cc2)c2ccccc2)c(=O)n(-c2ccccc2)n1C	-13%	2%	?	1%	-6%	1%	0%	i
CCCNC(=O)OC[C@H]1O[C@@H](CCO/N=C2/[C@H]3O[C@@H]3[C@@H](O)[C@H]3[C@H]2CCn2c(=O)n(-c4ccccc4)c(=O)n23)C=C[C@@H]1Oc1ccc(OC)cc1	·	-14%[13.5 µM]	·	·	-1%[11.2 µM]	·	-3%[11.2 µM]	i[11.5 µM]
COc1cc(C=O)ccc1Oc1cnccn1	-11%	-14%	23%[46 µM]	-6%	-5%	10%	-7%	i
Cc1ccc(C)c(NS(=O)(=O)c2cc(C(=O)N3CCc4ccccc4C3)ccc2Cl)c1	1%	2%	7%	-19%	-2%	-2%	-3%	-5%
COc1ccc(C(C)=O)cc1COC(=O)c1cnc(Cl)c(Cl)c1	-2%	1.4µM*	-18%[46 µM]	-3%	-5%	-4%	-1%	-4%
Clc1cccc(N=NN2CCOCC2)c1Cl	-9%	3%	·	·	3%	4%	0%	8%
Cc1ccc(Nc2nnc(SCn3nnc4ccccc4c3=O)s2)cc1	3%	?	-8%	7%	6%	-12%	-6%	i
CCOC(=O)Cn1c(=O)c2c(nc(N3CCCCC3)n2Cc2ccccc2)n(C)c1=O	4%	14µM*	?	-15%	1%	-1%	-1%	-11%
Cc1ccccc1CSc1nnc2ccc(-c3ccncc3)nn12	-4%	-6%	·	-18%	-9%	-3%	-5%	-7%
O=C(NCc1ccc2c(c1)OCO2)c1ccc2c(c1)OCO2	0%	·	·	·	-6%	-2%	-2%	-18%
Cn1cnnc1SCC(=O)c1ccc(O)c(O)c1	5%	-7%	·	23%	2%	10µM*	-2%	8%
CCOC(=O)c1c(NC(=O)COC(=O)c2ccc(O)cc2)sc(C(=O)N(C)C)c1C	91%[activator]	?	-17%[46 µM]	-30%[inhibitor]	3%	?	-2%	-3%
Cc1cc2c(c(SCC#N)n1)C(=O)OC2	12%	-2%	5%[46 µM]	-8%	-2%	6%	-1%	i
CC(Cc1cccs1)NC(=O)Nc1ccc(F)cc1 (stereo not drawn)	5%	-7%	-2%	-49%	11%	-3%	1%	-2%
Nc1cc(S(=O)(=O)N2CCCCC2)ccc1N1CCOCC1	2%	5%	·	-15%	7%	?	-1%	-12%
CCOP(=O)(OCC)C(NC(=O)Nc1ccc(Cl)cc1)C(=O)N(CC)CC (stereo not drawn)	-3%	2%	-10%	-1%	5%	3%	7%	-11%
O=C(O)COc1ccc(/C=N/NC(=O)c2ccc(-c3csc(Nc4ccc(Cl)cc4)n3)cc2)cc1	13%	·	·	·	18%	?	-10%	11µM*
CC(C)=NNc1nc2c(c(=O)n(C)c(=O)n2C)n1C	-4%	·	·	·	1%	10%	-3%	-15%
CC(=O)c1ccc(OCC(=O)c2ccc(-c3ccccc3)cc2)cc1	4%	-7%	?	-2%	7%	1%	1%	-6%
COC(=O)c1cc(OC)c(OC)c(OC)c1[N+](=O)[O-]	9%	·	-2%[46 µM]	·	1%	-4%	-3%	-3%
C[C@@H]1[C@H]2CC[C@@H]3[C@@H]4CC=C5C[C@@H](N(C)C)CC[C@]5(C)[C@@H]4CC[C@@]32CN1C	-7%[21.6 µM]	-10%[20.9 µM]	-4%	-19%[20.6 µM]	-4%[53 µM]	1%[25.5 µM]	1%[53 µM]	-4%[25.9 µM]
O=C(CSc1ccc(Cl)cc1)N1CCCC1	2%	-1%	·	?	-2%	-7%	-2%	i
Cc1ccc(C(C[N+](=O)[O-])Sc2ccc(N)cc2)cc1 (stereo not drawn)	3%	4µM*	·	·	-7%	-10%	0%	-5%
CCOc1ccc(NCc2ccccc2OCc2cccc(F)c2)cc1	-4%	?	?	-4%	9%	?	-8%	-1%
CCOC(=O)c1c(C)nc2sc(C(N)=O)c(N)c2c1-c1ccccc1	5%	8%	27%	-22%	1%	5%	2%	i

Rewritten with each value named: entries from further up.
Cn1cnnc1SCC(=O)c1ccc(O)c(O)c1
  GoLoco inh red = 5%
  ALDH1A1 block = -7%
  Lamin A splicing = ·
  SMN2 splice enh = 23%
  TRb SRC2 PPI = 2%
  KDM4E inh = 10µM*
  TR SRC2 fluor cs = -2%
  RECQ1 inh = 8%

Cc1ccc(C(C[N+](=O)[O-])Sc2ccc(N)cc2)cc1 (stereo not drawn)
  GoLoco inh red = 3%
  ALDH1A1 block = 4µM*
  Lamin A splicing = ·
  SMN2 splice enh = ·
  TRb SRC2 PPI = -7%
  KDM4E inh = -10%
  TR SRC2 fluor cs = 0%
  RECQ1 inh = -5%

CC(Cc1cccs1)NC(=O)Nc1ccc(F)cc1 (stereo not drawn)
  GoLoco inh red = 5%
  ALDH1A1 block = -7%
  Lamin A splicing = -2%
  SMN2 splice enh = -49%
  TRb SRC2 PPI = 11%
  KDM4E inh = -3%
  TR SRC2 fluor cs = 1%
  RECQ1 inh = -2%

CCOC(=O)Cn1c(=O)c2c(nc(N3CCCCC3)n2Cc2ccccc2)n(C)c1=O
  GoLoco inh red = 4%
  ALDH1A1 block = 14µM*
  Lamin A splicing = ?
  SMN2 splice enh = -15%
  TRb SRC2 PPI = 1%
  KDM4E inh = -1%
  TR SRC2 fluor cs = -1%
  RECQ1 inh = -11%

Next records follow.
canonical_smiles	GoLoco inh red	ALDH1A1 block	Lamin A splicing	SMN2 splice enh	TRb SRC2 PPI	KDM4E inh	TR SRC2 fluor cs	RECQ1 inh
COc1cccc(-n2c(SC3CCOC3=O)nc3ccccc3c2=O)c1 (stereo not drawn)	12%	-8%	-12%	-3%	1%	-4%	-6%	-1%
CC(=O)Nc1ccc(S(=O)(=O)NC(CC(=O)N(C)Cc2ccccc2)C(C)C)cc1 (stereo not drawn)	·	14%	-10%	·	6%	-4%	-8%	-4%
CCOC(=O)c1c(NC(=O)COC(=O)Cn2c(C(F)(F)F)nc3ccccc32)sc(C)c1C	-5%	99%[activator]	5%	-22%	6%	246%[activator]	2%	-12%
COc1cc(OC)c(-c2noc(C(=O)OC(C)(C)C)c2C(=O)OC(C)(C)C)c(OC)c1	-8%	1%	-1%	7%	1%	-1%	-1%	-10%
COc1ccc([N+](=O)[O-])cc1NC(=S)NC(=O)C(C)(C)C	5%	?	·	7%	-1%	6%	-2%	-7%
COc1nc(-c2ccccc2)cc(-c2ccc3c(c2)OCO3)c1C#N	-6%	?	·	·	9%	?	-1%	-3%
CCOc1ccc(/C=C/C(=O)Nc2ccccc2C(F)(F)F)cc1	-6%	-16%	-11%	14%	-1%	-3%	-1%	0%
CCn1c(=N)n(CC(O)c2cccs2)c2ccccc21 (stereo not drawn)	-12%	10%	·	·	10%	-5%	3%	4%
COCC(=O)NCc1nc2ccccc2n1Cc1ccccc1F	1%	10%	0%	24%	6%	11%	-2%	i
CC(C)CC(NC(=O)c1cccc(Cl)c1)C(=O)O (stereo not drawn)	-11%	9%	-5%[46 µM]	·	-1%	?	-3%	-4%
O=C(O)c1ccccc1SC1CC(=O)N(c2ccccc2)C1=O (stereo not drawn)	-11%	2.5µM*	-7%	9%	-7%	-20%	-2%	3%
O=c1oc2ccc3ccccc3c2cc1-c1nnc(-c2cccs2)o1	-12%	?	-8%	-4%	-1%	?	-4%	-5%
NC(=O)c1ccc(NC(=O)CCCc2nc(-c3ccccc3Cl)no2)cc1	17%	-6%	8%	-7%	-3%	-5%	0%	-17%
COc1ccc(N2CCN(c3cc(C)c4ccc(C)cc4n3)CC2)cc1	-6%	-11%	?	-30%[inhibitor]	2%	?	1%	-4%
COc1ccc(CCN2C(=O)CN=C2Nc2ccc(F)cc2)cc1OC	3%	5%	14%[46 µM]	-6%	-3%	2%	-2%	16%
CCCn1nc2ccccc2c1P(=N)(N1CCOCC1)N1CCOCC1	5%	6%	7%	2%	3%	-6%	0%	-2%
COc1ccc(CNC(=S)Nc2cc(C)cc(C)c2)cc1	-1%	1%	?	3%	-24%	8%	-2%	i
CC(OC(=O)c1ccc2c(=O)n3c(nc2c1)CCCCC3)C(N)=O (stereo not drawn)	11%	-8%	-3%[46 µM]	1%	3%	-27%	-4%	i
Cc1cc(C)nc(-n2ncc3c2CC(c2cccc(Cl)c2)CC3=O)n1 (stereo not drawn)	-3%	14%	?	-23%	5%	2%	1%	-1%
N#Cc1c(-n2cccc2/C=N/O)sc2c1CCCC2	-1%	1%	?	-22%	2%	6%	-2%	-6%
CC(=O)Nc1cccc(N=NN2CCOCC2)c1	-2%	-15%	·	·	1%	3%	-3%	-3%
Cc1noc(C)c1C(=O)N1CCC2(CC1)CN(c1cccc(-c3ccccc3)c1)C2	5%	?	·	-64%[inhibitor]	·	·	·	i
O=C(Nc1cccc(F)c1)Nc1ccc2c(c1)C(=O)OC2	14%	·	·	·	3%	9%	0%	7%
COc1cccc(-n2c(=S)[nH]c3c(oc4ccccc43)c2=O)c1	3%	-11%	·	14%	-5%	?	-1%	-5%
O=C(N/N=C/c1cc([N+](=O)[O-])c(N2CCOCC2)cc1N1CCOCC1)c1cccnc1	1%	?	·	-4%	-4%	0%	-3%	-5%
COc1cccc(/C=C(/C(=O)OCC(=O)NCC2CCCO2)c2ccccc2)c1 (stereo not drawn)	10%	-7%	·	-5%	0%	1%	-1%	-1%
O=C1CCC(c2ccccc2)(c2ccccc2)CC1	9%[14.2 µM]	-11%[13.5 µM]	·	-7%[9.22 µM]	7%	0%	0%	-4%
O=C(Oc1ccccc1)c1cccc2cccc(C(=O)Oc3ccccc3)c12	-3%	-8%	·	·	-1%	?	-2%	i
COc1ccccc1NC(=O)CSc1nnc(Cc2cccn2C)n1-c1ccc(F)cc1	63%[activator]	18µM*	-9%	14%	4%	-20%	6%	12%
